Yfh1-off respiration: enhancers of respiration in Yfh1-depleted yeast, dose response, Friedreich's ataxia, plus single-dose screen (AID 1465); S. cerevisiae Yfh1-off respiration, WST-1 reduction, 72 h; higher fold induction means a stronger effect; 0.074% of 220,000 active; one-dose fold induction at 50 µM; EC50 in µM for titrated hits;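 active = fold induction of absorbance versus untreated yeast above a set limit, then at least 30% activation at any dose in follow-up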;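 note: activators that raise dye reduction in frataxin-depleted yeast; strong numbers were not always called active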
NOD2 inhibition: inhibition of NOD2-driven NF-kB reporter – cell-based, luminescence, uHTS, HEK293 (AID 1566) | HEK293 NOD2/NF-kB luciferase reporter, luminescence; higher % means a stronger effect | 0.63% of 290,000 active | one-dose inhibition, % at 4 µM; EC50 in µM for titrated hits; note: many of its hits are not listed in these tables
TNAP activation fold: stimulation of alkaline phosphatase TNAP activity – biochemical, luminescent, no phosphate acceptor, uHTS, primary screen (AID 1001). purified TNAP, luminescent activation assay, no phosphate acceptor; higher activation fold means a stronger effect. one-dose activation fold at 20 µM; EC50 in µM for titrated hits. 0.03% of 200,000 active; in the data active = activation fold from about 3, or a potency from the dose series; inactive = the rest, 99 in 100 with activation fold below about 1.6; note: many of its hits are not listed in these tables
NTR1 ag: NTR1-driven beta-arrestin-GFP spot formation – imaging, U2OS cells, high content, primary screen (AID 493036). P30989. agonist mode. activation, % at 20 µM. 0.17% of 330,000 active;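 active = activation at or above 40% of the spot to cytoplasm intensity ratio, with at least 20 cells analyzed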;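 note: 0% = DMSO without peptide and 100% = 100 nM NTR1 peptide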
Target sequence (P30989 whole entry, looked up): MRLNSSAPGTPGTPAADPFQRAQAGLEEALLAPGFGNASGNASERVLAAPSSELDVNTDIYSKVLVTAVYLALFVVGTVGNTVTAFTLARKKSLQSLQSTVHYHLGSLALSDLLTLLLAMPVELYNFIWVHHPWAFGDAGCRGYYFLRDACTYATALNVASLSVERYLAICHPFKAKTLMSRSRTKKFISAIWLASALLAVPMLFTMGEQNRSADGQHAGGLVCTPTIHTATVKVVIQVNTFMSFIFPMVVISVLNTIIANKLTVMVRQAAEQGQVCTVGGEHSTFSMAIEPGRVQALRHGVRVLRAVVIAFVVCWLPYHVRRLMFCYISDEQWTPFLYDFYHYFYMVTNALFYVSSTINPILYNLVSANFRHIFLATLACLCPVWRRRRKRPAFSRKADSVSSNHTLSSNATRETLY
NOD1 NF-kB reporter: NOD1 signaling inhibitors, primary screen, cell-based, luminescence, uHTS (AID 1578) | inhibition, % at 4 µM, or EC50 in µM where a hit was titrated | 1% of 290,000 active | NOD1-driven NF-kB luciferase reporter cells, luminescence; higher % means a stronger effect; in the data active = inhibition mostly above about 36%, no sharp cut-off; inactive = mostly below about 34%;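 note: HEK-293T reporter cells stimulated with the NOD1 agonist gamma-tri-DAP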
GPR55 beta-arrestin: selective activators of receptor GPR55 – imaging, U2OS cells, beta-arrestin-GFP redistribution, primary screen (AID 1961); activation, % at 10 µM, or EC50 in µM where a hit was titrated; U2OS GPR55 beta-arrestin-GFP redistribution imaging; higher % means a stronger effect; 0.048% of 290,000 active;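 active = activation above 40% with more than 50 cells counted in the well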;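 note: U2OS osteosarcoma cells stably expressing GPR55 and beta-arrestin-GFP; plate controls were DMSO negative control for no effect and LPI positive control for full effect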
KOR beta-arrestin-1: KOR agonists, beta-arrestin recruitment, primary screen, cell-based, luminescence, uHTS (AID 1777); KOR beta-arrestin recruitment, luminescence; higher % means a stronger effect; 0.02% of 280,000 active; one-dose activation, % at 10 µM; EC50 in µM for titrated hits; in the data active = activation above about 50%, passing the limit was not always enough; note: a part of the inactive calls stands beside numbers as strong as those of hits
ER stress rescue: rescue of cells from ER stress-induced death, primary screen, 384-well, CSM14.1, thapsigargin, ATP luminescence (AID 1222). CSM14.1 thapsigargin-induced death rescue, ATP luminescence; higher % means a stronger effect. cellular ATP content (survival), % at 20 µM; hits with a dose series show EC50 in µM. 190,000 tested, under 10 active;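 active = EC50 below 50 µM in the dose-response confirmation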;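 note: death triggered by thapsigargin at about 15 µM added after 2 h compound pretreatment; cell ATP read after overnight thapsigargin exposure of roughly 18 to 22 hours; normalized against plate controls of thapsigargin alone and 5% DMSO vehicle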
KOR beta-arrestin-2: KOR antagonists, beta-arrestin recruitment, cell-based, luminescence, uHTS (AID 1778); 0.091% of 290,000 active; inhibition, % at 10 µM, or IC50 in µM where a hit was titrated; KOR beta-arrestin recruitment, luminescence, antagonist mode; higher % means a stronger effect; note: strong numbers were not always called active
NTR1 ag cell count 20 µM: further read-out of NTR1 ag, marked with its call; cell count; measured here: cell count, cytotoxicity flag
* = called active by the depositor; i = inactive; nt = not tested or not shown; [ ] = another dose, or the depositor's remark. Cut-off read from the data, not from the text of the source, unless noted: active = inhibition above about 50%; inactive = the rest.

SMILES,ER stress rescue,Yfh1-off respiration,GPR55 beta-arrestin,KOR beta-arrestin-1,NTR1 ag cell count 20 µM,TNAP activation fold,KOR beta-arrestin-2,NOD1 NF-kB reporter,NOD2 inhibition,NTR1 ag
O=C(CCc1ccccc1)Nc1ccccc1C(=O)NCc1ccco1,1.7%,i,0.0%,1.2%,94,1.1,42%,-24%,14%,0.0
CC(C)(C)OC(=O)N1CC(O)CC1C(=O)OCC(=O)c1ccc(-c2ccccc2)cc1 (stereo not drawn),-7.3%,i,-0.4%,-1.3%,35,1,-7%,2%,20%,1.3
COc1ccc(CCNC(=O)C2CC(=O)N(c3ccc(C)cc3)C2)cc1 (stereo not drawn),nt,nt,0.2%,1.3%,60,nt,-16%,-17%,6%,-0.7
Cc1cc(NC(=O)C23CC4CC(CC(C4)C2)C3)n[nH]1,0.0%,i,-0.2%,-2.2%,30,1.4,6%,-11%,16%,-0.6
COc1cccc(NC(=O)CSc2nc3ccccc3nc2N2CCCC2)c1,nt,nt,0.7%,2.9%,71,nt,-16%[20 µM],31%,-12%,-0.3
Fc1ccc(Br)cc1C1C=C(c2ccc(Br)cc2)Nc2ncnn21 (stereo not drawn),5.3%,i,-0.2%,-0.4%,46,0.9,12%,15%,9%,2.2
COc1ccccc1OCC(=O)NN1Cc2ccccc2C1=N,2.9%,i,-0.2%,-5.8%,59,1.1,-24%,4%,6%,-0.7
Cc1cnc(NC(=O)c2c(O)c3cccc4c3n(c2=O)CCC4)s1,-3.7%,i,-0.2%,1.6%,nt,1,-2%,7%,8%,nt
CCOc1ccccc1NC(=O)CSc1ncnc2c1oc1ccccc12,0.0%,i,-0.1%,-1.4%,71,1.1,6%,45%,10%,9.7
Cc1cc(C)n2cc(CSc3nnnn3-c3ccccc3C)nc2n1,-0.5%,i,0.0%,-6.7%,60,1.1,0%,14%,17%,-0.7
C=CCc1ccc(OCCOc2cccc3cccnc23)c(OC)c1,3.1%,i,-0.2%,-0.7%,64,1.1,14%,3%,5%,2.0
COc1cccc2cc(CC(=O)c3ccc(C)c(C)c3)c(=O)oc12,nt,nt,-0.1%,-2.5%,54,nt,10%,-9%,-1%,0.3
O=C(c1ccc2nc(Cc3cccc(Cl)c3)oc2c1)N1CCOCC1,nt,nt,-0.1%,8.7%,46,nt,-11%,-50%,-51%,-0.4
CC(=O)c1cccc(NC(=O)Nc2nc(C)cc(C)n2)c1,nt,nt,0.3%,-2.4%,50,nt,-12%,-86%,-27%,-0.2
COc1ccc(OCc2ccc(C(=O)NN)cc2)cc1,-0.6%,i,-0.1%,-5.8%,75,1,0%,-45%,-13%,-1.5
COc1ccc(C(=O)NC2(C(F)(F)F)NC(=O)N(CCCc3ccccc3)C2=O)c(OC)c1OC (stereo not drawn),0.8%,nt,-0.2%,1.5%,62,1.2,-47%,-9%,14%,6.0
Cc1ccc(-c2ccc(C(=O)NCc3ccc(Cl)cc3)o2)c2ccccc12,2.1%,i,0.7%,-1.5%,62,1,-5%,3%,11%,7.9
COC(=O)c1c(NC(=O)CCC(=O)O)sc(Cc2ccccc2)c1C,nt,i,-0.1%,0.2%,70,nt,2%,4%,22%,-0.2
CCn1ccnc1[C@@H]1C[C@H]2CN(Cc3cccc(Cl)c3)C(=O)[C@]23CCCN13,-2.3%,i,-0.2%,-1.0%,89,1,9%,-9%,22%,-1.2
Cc1cc(C(=O)OCC(=O)Nc2ncc(C(F)(F)F)cc2Cl)c(C)o1,-0.5%,i,-0.1%,1.0%,53,1.1,-8%,-18%,-5%,-1.1
COc1cc(/C=N/n2cnc3c(sc4nc(C)cc(C)c43)c2=O)ccc1O,nt,i,-0.1%,-2.3%,45,nt,25%,-9%,-8%,9.2
Cc1nc2c(-c3ccccc3)c(C)nn2c(C)c1CCC(=O)NC(C)CCc1ccco1 (stereo not drawn),2.0%,i,-0.1%,3.5%,86,1.3,-12%,4%,2%,1.6
COc1ccc(NC(=O)CSc2nnc(NC(=O)C3CCC3)s2)c(OC)c1,nt,nt,-0.2%,0.8%,38,nt,-6%,-9%,6%,4.9
COCCNC(=O)C(c1ccc(C)cc1)N(C(=O)CCC(=O)Nc1ccccn1)C1CCCC1 (stereo not drawn),0.5%,nt,0.2%,-2.6%,nt,1,9%,0%,18%,nt
Cc1c(C(=O)Nc2ccc(Cl)cc2)c2ccccn2c1C(=O)c1ccccc1,-1.7%,i,-0.2%,2.1%,83,1.1,-57%,-9%,6%,-1.1
Cc1ccc(-n2cc(CN3CCNC(=O)CC3)c(-c3cccc(C)c3)n2)cc1,0.2%,i,-0.2%,2.0%,86,1,-10%,-30%,-4%,0.8
COc1ccc(C2=NN(CN3C(=O)C(=O)c4ccccc43)C(c3ccc(OC)cc3)C2)cc1 (stereo not drawn),-2.7%,i,0.2%,0.8%,76,0.9,-1%,6%,-46%,-0.1
Cc1ccc2ncnc(Oc3ncccc3[N+](=O)[O-])c2c1,nt,i,0.3%,0.4%,44,nt,-2%,-10%,-20%,-0.9
O=C1CCc2cc(S(=O)(=O)N3CCN(C(=O)c4ccco4)CC3)ccc2N1,-0.2%,i,-0.1%,2.4%,55,1.1,2%,-9%,18%,1.1
Cn1nc(-c2ccccc2)c(-c2nc(-c3cccc(C(F)(F)F)c3)no2)c1Cl,-5.0%,i,-0.1%,-5.9%,69,1.2,24%,17%,23%,4.2
COc1ccc(OCC(=O)Nc2cc3oc4ccccc4c3cc2OC)cc1,-2.4%,i,-0.4%,52%,81,1.1,-13%,-31%,30%,18
COc1ccccc1CNC(=O)c1cc(C(=O)CC(C)C)c[nH]1,nt,nt,0.2%,-3.7%,86,nt,3%,-11%,25%,-0.8
COCCC(=O)N1CCC(Oc2ccc(C(=O)NCCCC3CCCC3)cc2)CC1,nt,nt,-0.1%,3.7%,60,nt,0%,14%,14%,0.1
COc1ccc(OCC(=O)Nc2c3c(nn2-c2ccccc2)CS(=O)(=O)C3)cc1,nt,nt,-0.1%,1.2%,61,nt,14%,-25%,-4%,-0.3
Cn1c(=O)c2c(nc(SCCCC#N)n2Cc2ccccc2F)n(C)c1=O,nt,i,-0.1%,-2.8%,69,0.9,-42%,18%,5%,-4.3
Cn1c(=O)oc2cc(S(=O)(=O)NCc3ccncc3)ccc21,1.4%,i,0.2%,9.4%,74,1.1,-8%,24%,21%,-1.0
CCCCN(C(=O)/C=C/c1ccc(OCC(C)C)c(OCC)c1)c1c(N)n(CCC)c(=O)[nH]c1=O,nt,i,0.1%,-0.1%,86,1,-7%,-21%,9%,-0.8
Cc1ccc(Nc2nc(=O)c3cccnc3s2)c(Br)c1,nt,i,-0.3%,4.9%,40,nt,29%,0%,-29%,0.3
COCCNC(=O)C(OC(=O)CC1Sc2ccccc2NC1=O)c1ccccc1 (stereo not drawn),-1.8%,i,0.1%,1.6%,65,1.1,-8%,6%,11%,0.3
O=C1CSC(=S)N1,nt,nt,-0.1%,-0.7%,39,nt,7%[20 µM],-26%,8%,-0.7
O=C(Nc1ccc(CN2CCOCC2)cc1)c1ccc(-c2cc(Cl)ccc2Cl)o1,6.4%,i,-0.2%,0.1%,84,1.1,-18%,44%,17%,4.0
CCCCNC(=O)c1ccc(N2CCC3(CC2)OCCO3)c([N+](=O)[O-])c1,0.4%,i,-0.3%,-3.8%,41,1,8%,-11%,12%,0.4
NC(CSCc1cccc(Br)c1)C(=O)O (stereo not drawn),-1.2%,i,-0.5%,1.5%,33,1.1,-9%,-34%,18%,1.1
O=C(Nc1ccccc1N1CCOCC1)c1ccc2c(c1)OCO2,-1.0%,i,-0.1%,nt,54,1.1,-51%[20 µM],14%,-4%,0.0
CCCn1nnc(NC(=O)c2ccc(Br)cc2)n1,0.1%,i,0.2%,-4.0%,57,1.1,-39%,-27%,-22%,1.0
O=C(CC1SCCNC1=O)Nc1cccc(Cl)c1 (stereo not drawn),-2.9%,i,-0.1%,-0.8%,77,1.1,-37%,-29%,-2%,-2.3
Cc1ccc(OCCCn2ccnc2)c(Br)c1,nt,nt,-0.1%,5.2%,48,nt,-26%,-22%,5%,0.1
CSc1oc(-c2ccccc2)nc1S(=O)(=O)c1ccc(F)cc1,-0.4%,i,-0.2%,3.4%,56,1,-26%,0%,10%,0.2
O=C(Nc1ccc(NC(=O)c2cccs2)cc1)c1ccc(Br)o1,-1.6%,i,-0.1%,7.6%,53,1,-34%,-32%,-18%,0.9
O=C(Nc1nc(-c2ccc(-c3ccccc3)cc2)cs1)C1=COCCO1,-1.2%,i,-0.3%,-1.5%,55,1.2,9%,-48%,-14%,0.7

3 compounds already listed, arranged by length of the SMILES, low to high:
SMILES,ER stress rescue,Yfh1-off respiration,GPR55 beta-arrestin,KOR beta-arrestin-1,NTR1 ag cell count 20 µM,TNAP activation fold,KOR beta-arrestin-2,NOD1 NF-kB reporter,NOD2 inhibition,NTR1 ag
COc1ccc(OCC(=O)Nc2cc3oc4ccccc4c3cc2OC)cc1,-2.4%,i,-0.4%,52%,81,1.1,-13%,-31%,30%,18
O=C(Nc1nc(-c2ccc(-c3ccccc3)cc2)cs1)C1=COCCO1,-1.2%,i,-0.3%,-1.5%,55,1.2,9%,-48%,-14%,0.7
Cc1ccc(-n2cc(CN3CCNC(=O)CC3)c(-c3cccc(C)c3)n2)cc1,0.2%,i,-0.2%,2.0%,86,1,-10%,-30%,-4%,0.8

The listing continues.
SMILES,ER stress rescue,Yfh1-off respiration,GPR55 beta-arrestin,KOR beta-arrestin-1,NTR1 ag cell count 20 µM,TNAP activation fold,KOR beta-arrestin-2,NOD1 NF-kB reporter,NOD2 inhibition,NTR1 ag
Nc1c(C(=O)NC2CCCC2)sc2nc(-c3cccs3)ccc12,-0.9%,i,-0.1%,11%,79,0.9,-19%,-38%,-22%,1.4
COc1ccccc1N1CCN(S(=O)(=O)c2cnc[nH]2)CC1,-0.5%,i,0.3%,3.1%,65,1,-8%,-2%,6%,0.4
CCOC(=O)C1(CCOC)CCN(Cc2ccc(COC)o2)CC1,-1.7%,i,0.0%,4.5%,42,1.1,-24%,-11%,2%,-0.6
O=c1[nH]c(Nc2ccc(F)cc2)cc2ccccc12,-2.2%,i,-0.2%,4.2%,64,1.2,4%,-19%,-11%,-1.1
COc1ccc2cc(C3c4cc(OC)c(OC)cc4CCN3C(=O)c3ccco3)c(=O)[nH]c2c1 (stereo not drawn),nt,nt,-0.1%,-0.8%,56,nt,-10%,-8%,16%,1.5
CNc1nnc(-c2ccc(OC)cc2)s1,0.4%,i,0.2%,-6.5%,49,1.1,-26%[20 µM],-32%,-34%,0.8
O=C(N[C@@H](Cc1ccccc1)c1nc2ccccc2[nH]1)c1cc([N+](=O)[O-])ccc1Cl,-2.0%,i,0.2%,-3.4%,92,1,25%,0%,9%,1.4
O=C(NCC1CCN(Cc2ccccc2Cl)CC1)Nc1ccccc1F,nt,nt,0.6%,-2.5%,92,nt,-19%,0%,-12%,-0.5

Screens: PubChem, several laboratories

Some of the compounds tested; the hit share may differ from the screen's.
